# Bioassay records (PubChem)
# Tb MetRS inh = blocks T. brucei methionyl-tRNA synthetase activity | purified T. brucei MetRS, ATP depletion, Kinase-Glo luminescence | inhibition, % at 11.9 µM | actives 0.4% (n = 360,000);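 active = inhibition above a per-plate cutoff of the control wells' mean inhibition plus 3 SD, cut at about 5.5% in these data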;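 also: 0% = DMSO wells median and 100% = median of wells with control inhibitor compound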
#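 Material: T. brucei methionyl-tRNA synthetase, purified; reagent: substrates ATP, L-methionine and bulk Escherichia coli tRNA; dosing: 11.9 µM single point; timing: 15 min plus 2 h at 25 °C; detection: luminescence of leftover ATP; evaluation: % inhibition; control set: DMSO-only wells as low control; replicates: singlicate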
# DNMT1 block = DNMT1 (human) enzyme inhibition. P26358. DNMT1 molecular beacon, Hinp1I cleavage, fluorescence. inhibition (reported as % activation of signal), % at 10 µM. actives 0.83% (n = 360,000). AID 588458; in the data active = inhibition above about 50%
# LMPTP block = LMPTP (human) inhibition; P24666; actives 0.22% (n = 360,000); recombinant LMPTP-A, OMFP fluorogenic substrate, fluorescence intensity; AID 651560; inhibition, % at 20 µM;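 active = compounds that cut the enzyme signal by at least half of the control window in the single-dose screen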;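 also: plate controls were DMSO wells with enzyme plus substrate for no effect and substrate without enzyme for full effect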
# Target sequence (P24666 whole entry, looked up): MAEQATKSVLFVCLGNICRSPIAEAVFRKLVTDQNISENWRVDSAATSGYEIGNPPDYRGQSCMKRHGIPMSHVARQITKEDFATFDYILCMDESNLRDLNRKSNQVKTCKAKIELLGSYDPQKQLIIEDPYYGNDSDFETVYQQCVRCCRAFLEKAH
#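 Test system: LMPTP-A, protein tyrosine phosphatase of low molecular weight; Input: 0.625 nM enzyme; Incubation: 50 min dark incubation at room temperature; Signal: endpoint fluorescence intensity from OMFP dephosphorylation; Read-out basis: % inhibition versus control wells.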
# SUMO1-SIM PPI = alters human SUMO1 binding to SIM partners. inhibition, % at 20 µM. P63165. SUMO1 binding to a labelled peptide, TR-FRET, 1 h. actives 0.33% (n = 360,000); in the data active = inhibition above about 37%
# Target sequence (P63165 whole entry, looked up): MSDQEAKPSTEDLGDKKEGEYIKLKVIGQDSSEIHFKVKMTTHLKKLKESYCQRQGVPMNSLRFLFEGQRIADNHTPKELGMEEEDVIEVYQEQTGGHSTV
# NRP1-CendR mod = alters CendR peptide binding to human NRP-1; O14786; FAM-RPARPAR peptide binding to NRP-1, fluorescence polarization; inhibition, % at 25 µM; actives 0.85% (n = 360,000);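 active = inhibition or corrected inhibition above about 18%, plus a signal ratio from 0.5 to 1.5, limit read from the data, passing the limit was not always enough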; also: strong numbers were not always called active
# MsrA inhibitor = inhibits bovine methionine sulfoxide reductase A; purified bovine MsrA, absorbance read-out; inhibition, % at 15.5 µM; actives 0.75% (n = 360,000); AID 651718; in the data active = inhibition above about 4.5%;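 also: 0% = vehicle wells with enzyme and 100% = reference inhibitor wells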
# Scp1 inh = inhibitors of human Scp-1 phosphatase | Q9GZU7 | Recombinant Scp1, phosphopeptide, malachite green phosphate absorbance | inhibition, % at 20 µM | actives 0.88% (n = 340,000);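 active = inhibition above about 50% at 20 µM, limit read from the data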;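 also: plate controls were DMSO wells with enzyme for no effect and wells lacking enzyme for full effect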
#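 Test system: SCP-1 catalytic domain; Buffer or medium: Acidic Tris acetate buffer with magnesium and detergent; Also added: Phosphorylated 17-residue peptide substrate; Compound: single 20 µM dose, 1% DMSO; Schedule: enzyme reaction 45 min at room temperature, colour 5 min, stabilisation 30 min; Signal: Phosphate-binding colour reagent, absorbance read at 630 nm.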
# bovine MsrA act = activators of bovine methionine sulfoxide reductase A | AID 602163 | actives 0.3% (n = 360,000) | activation, % at 10.6 µM | purified bovine MsrA, absorbance read-out; in the data active = activation above about 7.5%;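 also: 0% = vehicle and 100% = reference activator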
# eLon inh = inhibits E. coli Lon protease; actives 0.42% (n = 360,000); P0A9M0; inhibition, % at 7.94 µM; purified E. coli Lon protease, fluorescence polarization; in the data active = inhibition above about 13%, passing the limit was not always enough;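 also: 0% = enzyme with probe and DMSO and 100% = no enzyme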
# Target sequence (P0A9M0 whole entry, looked up): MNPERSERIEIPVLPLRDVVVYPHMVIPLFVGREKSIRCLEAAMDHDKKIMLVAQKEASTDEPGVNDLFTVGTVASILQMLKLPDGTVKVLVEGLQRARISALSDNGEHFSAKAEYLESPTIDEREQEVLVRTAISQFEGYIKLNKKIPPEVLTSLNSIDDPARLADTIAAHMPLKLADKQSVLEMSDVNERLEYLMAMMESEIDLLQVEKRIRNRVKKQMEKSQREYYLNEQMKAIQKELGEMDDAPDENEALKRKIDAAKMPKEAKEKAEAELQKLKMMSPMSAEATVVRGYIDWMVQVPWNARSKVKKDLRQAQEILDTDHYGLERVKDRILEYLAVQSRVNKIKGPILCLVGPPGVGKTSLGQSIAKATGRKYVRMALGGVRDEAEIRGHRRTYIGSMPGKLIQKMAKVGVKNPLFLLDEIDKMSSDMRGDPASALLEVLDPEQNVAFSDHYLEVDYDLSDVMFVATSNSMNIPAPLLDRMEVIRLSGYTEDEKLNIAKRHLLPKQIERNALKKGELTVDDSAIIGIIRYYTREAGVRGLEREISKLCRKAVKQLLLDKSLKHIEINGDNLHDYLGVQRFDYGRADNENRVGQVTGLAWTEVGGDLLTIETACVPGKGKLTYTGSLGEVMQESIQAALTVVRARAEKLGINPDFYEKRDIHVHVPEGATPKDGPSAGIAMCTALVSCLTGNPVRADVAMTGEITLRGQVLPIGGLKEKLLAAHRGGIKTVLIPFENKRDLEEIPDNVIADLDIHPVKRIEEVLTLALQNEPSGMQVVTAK
# STEP inh = blocks human striatal-enriched tyrosine phosphatase. recombinant STEP, OMFP fluorogenic substrate, fluorescence. inhibition, % at 20 µM. actives 0.25% (n = 360,000). AID 588621;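 active = inhibition at 20 µM, scaled per plate between control wells, above about 37%, limit read from the data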;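 also: 0% = DMSO with enzyme and substrate and 100% = substrate only without enzyme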
#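 Assay system: isolated STEP enzyme. Buffer or medium: pH 6.0 Bis-Tris with DTT and Tween 20. Also added: fluorogenic phosphatase substrate OMFP at 25 µM final. Dosing: 20 µM, 1% DMSO. Timing: 20 min reaction, room temperature, in the dark. Measured by: fluorescence intensity, excitation 480 nm, emission 540 nm. Evaluation: normalized % inhibition.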
# * marks the source's active call; other numbers are inactive results; x = not tested or not shown; & = joins results of further samples.
SMILES,Tb MetRS inh,DNMT1 block,LMPTP block,SUMO1-SIM PPI,NRP1-CendR mod,MsrA inhibitor,Scp1 inh,bovine MsrA act,eLon inh,STEP inh
C[C@@H](NC(=O)OC(C)(C)C)C(=O)NCC1CCC(C(=O)N[C@@H](Cc2ccccc2)C(=O)O)CC1 (some centres undefined),-1.0,1,-2.9,2,4,-0.3,-8,-4,-2,-1
CN(CC(=O)Nc1cccc(F)c1)C(=O)CSc1ccc(Br)cc1,2.6,2,1.9,-2,5,0.0,-9,-5,14,-3
COc1ccc(Cl)cc1C(=O)CSc1nnnn1C1CCCCC1,-0.3,-7,4.4,0,6,-0.8,-10,2,1,2
CC1(C)Cc2cccc(OCC(=O)NCCc3ccc(S(N)(=O)=O)cc3)c2O1,-0.2,0,-0.8,2,4,-1.1,-7,-5,-20,-1
COc1cc(=O)n(C)c2c(O)cccc12,0.4,-20,-1.4,3,-2,0.8,7,-2,-11,0
c1ccc(-c2ccn3nnnc3n2)cc1,-0.8,5,-0.7,-5,0,1.0,-5,-2,-7,-2
N#CC12CCCCC1CC1CCCCC1(C#N)N2Cc1cccnc1 (centres undefined),-0.9,-3,-2.0,8,-4,0.0,-4,-7,-8,3
Cc1nc2ccc(NC(=S)NC3CCCCC3)cc2nc1C,-0.3,-7,1.1,-7,8,0.6,-6,-4,-5,1
CCOc1ccc(-c2nnc(-c3snc(-c4ccc(F)cc4)c3N=CN(C)C)o2)cc1,-0.7,1,-0.8,47*,-2,-0.1,5,-4,-9,-1
COc1ccc(S(=O)(=O)NNC(=O)C2COc3ccccc3O2)cc1[N+](=O)[O-] (centres undefined),0.0,-1,-1.2,-12,-1,-0.7,-3,-1,-2,-1
Cc1cc(=O)[nH]c(COc2ccccc2)n1,-0.6,4,-0.9,0,2,1.5,-13,-8,-8,2
Cc1nnc(SC/C=C/c2ccccc2)n(N)c1=O,-0.9,0,-1.0,-3,-8,0.2,-9,-5,0,-1
COc1cc(C)nc(N(Cc2ccccc2)S(=O)(=O)c2ccc(C)cc2)n1,-0.5,-3,4.9,-4,6,-0.5,-11,-1,-2,5
CC(C)C(=O)Nc1ccc2c(c1)nc(CCN1CCCCC1)n2C,-0.6,0,-1.1,9,-4,-1.0,-10,-1,-3,-3
CCOC(=O)N1CCN(CC(=O)Nc2sc(CC)cc2C(=O)c2ccc(OC)cc2)CC1,-0.7,-7,3.3,-13,10,0.0,-4,-6,-1,3
c1ccc(Cn2nnc3c(N4CCc5ccccc54)ncnc32)cc1,-0.5,9,0.9,4,-105,-0.7,-2,-3,-4,-1
O=NN(CCCl)C(=O)NCC1=C[N+](=O)CC=C1,-0.6,x,-2.6,2,0,-0.7,x,-4,-7,x
CC1(C)O[C@@H]2C[C@H]3[C@@H]4CCC5=CC(=O)C=C[C@]5(C)[C@@]4(F)[C@@H](O)C[C@]3(C)[C@]2(C(=O)CO)O1,-1.2,-2,-1.3,1,8,0.6,-9,-7,5,0
CSCCC(NS(=O)(=O)c1ccccc1F)C(=O)N1CCCCCCC1 (centres undefined),-0.1,-2,-0.2,1,27*,0.8,-7,-2,-10,2
CC(C)(O)C#Cc1ccc(C(=O)NC2CCCCC2)s1,-1.4,1,1.1,-1,4,-0.4,-1,-14,-5,-1
CCN(C(=O)Cn1cnc2c(nc3n2CCCCC3)c1=O)c1cccc(Cl)c1,0.9,1,-0.3,2,15,0.5,-6,-3,8,-1
O=C(c1ccco1)N1CCN(S(=O)(=O)c2ccc(Br)s2)CC1,0.0,1,-0.3,-3,-15,-0.3,1,-2,-10,-1
CCCCN(CCCC)c1cc(C)nc(-c2ccccc2O)n1,-0.2,0,3.6,4,10,0.3,9,0,-6,5
COCCNCCOCCOc1cccc(OC)c1,-1.5,2,0.5,0,4,0.2,0,-4,1,-4
O=C(CCNS(=O)(=O)c1cccs1)Nc1ccccc1F,-0.7,-2,1.6,-3,-7,0.6,-8,-2,-13,-5
Cc1ccc(-n2nc3c(=O)n(CCCC(=O)N4CCCCC4)nc(C)c3c2C)cc1,0.3,2,-0.4,15,3,0.2,-3,-2,-4,-2
Cn1cnnc1SCC(=O)NC1CCCCC1,1.0,0,-0.6,-5,6,0.9,-11,-3,4,1
CCOC(=O)c1c(C)c(C(=O)NCc2ccccn2)c(C)n1C,0.0,1,-0.7,1,-3,-0.4,0,-6,2,-2
CCOC(=O)C(NC(=O)CC)(Nc1sc(C)c(CC)c1C#N)C(F)(F)F (centres undefined),-0.7,-4,-0.7,2,6,-0.4,-4,-7,5,-2
CC(C)(C)OC(=O)N[C@@H](C(=O)OC(C)(C)C)c1ccc2c(c1)OCO2,-0.3,4,0.4,-2,-43,-0.3,-3,-3,-5,2
CC(Sc1ccc(S(=O)(=O)N2CCCCCC2)cn1)C(N)=O (centres undefined),0.0,0,0.1,5,-5,0.3,1,-2,6,-2
Cc1ccc(CNC(=O)C2CCCN(S(=O)(=O)c3cccnc3)C2)cc1 (centres undefined),-0.2,-1,-0.7,-2,-5,-0.2,-5,-3,4,-1
Cc1ccc(C(C)C)c(OCC(=O)NN=C2CCCC(=O)C2)c1,-0.3,-11,1.3,-2,0,-0.1,-8,1,43*,2
COc1ccccc1N1CCN(S(=O)(=O)c2ccc3c(c2)n(C)c(=O)n3C)CC1,0.7,-1,0.9,4,9,1.3,-2,-6,1,3
O=C(c1cccs1)N(CCN1CCCCC1)CC1CCCN(C2CCCC2)C1 (centres undefined),0.1,-1,0.6,-12,-1,-1.6,-3,-1,2,0
Cc1ccc(C(=O)Nc2ccccc2C(=O)O)cc1S(=O)(=O)NC1CCCCC1,-0.2,-1,-0.4,15,-8,-1.3,-8,-3,-4,0
COCc1cc(=O)n2[nH]c(SCc3ccccc3)nc2n1,-0.9,1,-2.8,2,-2,0.9,6,-4,4,-4
Cc1ccc(SCCC(=O)OCC(=O)Nc2ccc(C(N)=O)cc2)cc1,0.7,0,-0.6,1,4,-0.5,-4,-2,-6,0
COCCNC(=O)C(c1ccc(C)o1)N(Cc1ccccc1)C(=O)Cn1nnc2ccccc21 (centres undefined),-0.2,1,-1.6,6,-8,2.4,-5,-1,1,-2
COc1ccc(CNc2nc(SCC(=O)NCc3ccco3)nc3ccccc23)cc1,1.5,2,4.3,1,3,0.3,0,-1,0,3

# Single records, from the list above.
# Shown for CSCCC(NS(=O)(=O)c1ccccc1F)C(=O)N1CCCCCCC1 (centres undefined) → Tb MetRS inh: -0.1; DNMT1 block: -2; LMPTP block: -0.2; SUMO1-SIM PPI: 1; NRP1-CendR mod: 27*; MsrA inhibitor: 0.8; Scp1 inh: -7; bovine MsrA act: -2; eLon inh: -10; STEP inh: 2
# Shown for COc1cc(=O)n(C)c2c(O)cccc12 → Tb MetRS inh: 0.4; DNMT1 block: -20; LMPTP block: -1.4; SUMO1-SIM PPI: 3; NRP1-CendR mod: -2; MsrA inhibitor: 0.8; Scp1 inh: 7; bovine MsrA act: -2; eLon inh: -11; STEP inh: 0

# (further entries)
SMILES,Tb MetRS inh,DNMT1 block,LMPTP block,SUMO1-SIM PPI,NRP1-CendR mod,MsrA inhibitor,Scp1 inh,bovine MsrA act,eLon inh,STEP inh
Cc1cc(=O)c2cc(Cl)ccc2[nH]1,1.0,7,-0.7,1,-14,1.0,-4,-1,-7,4
Cc1cc(C(=O)OCC(=O)Nc2sc3c(c2C#N)CCC(C)C3)c2ccccc2n1 (centres undefined),-0.8,2,2.5,8,-18,-1.0,16,-11,-2,0
COc1cccc(N2CCN(S(=O)(=O)c3ccc(-n4cnnn4)cc3)CC2)c1,0.0,7,-3.9,1,9,0.1,-3,-3,-5,0
COc1ccc(C)c2sc(N(CCCN(C)C)C(=O)c3ccc(S(=O)(=O)N4CCc5ccccc5C4)cc3)nc12,0.3,3,0.3,-5,2,-0.5,5,-1,12,3
CCCC(=O)OCC(=O)Nc1ccccc1C#N,-1.0,-1,-1.8,-1,-8,0.1,-6,-4,-1,-6
COc1ccccc1N1CCN(C(=O)[C@H](C)NS(=O)(=O)c2ccc3c(c2)OCCCO3)CC1,-0.2,5,-1.5,8,-5,0.1,-8,-1,2,3
Cc1cc(=O)cc(C)n1-c1ccc(F)cc1F,0.0,-1,-1.6,1,4,-1.8,-14,-2,1,-1
COc1cc(/C=C2\CC/C(=C\c3cc(OC)c(OC)c(OC)c3)C2=O)cc(OC)c1OC,-0.7,-5,1.8,-15,-51,-0.1,-3,-4,-12,2
Cc1ccc(/C=N/n2c(-c3ccco3)n[nH]c2=S)s1,0.2,1,-0.7,-9,1,-0.5,-6,-1,12,3
Cc1ccc(CSCC2Nc3ccc(C(=O)N4CCN(c5ccc(F)cc5)CC4)cc3NC2=O)cc1 (centres undefined),0.5,-6,9.3,3,-121,x,3,-3,-231,9
Cc1cc(C)n(Cc2ccc(Cl)cc2Cl)c(=O)c1S(=O)(=O)c1ccccc1,0.0,-4,3.4,-2,0,0.1,-12,-12,14,3
Cc1cccc(COc2ncnc3nc[nH]c23)c1,-0.4,-1,-1.5,2,3,-0.6,-8,-2,-2,2
CCN(CC)c1ccc(SS(=O)(=O)O)cc1,-1.3&-0.8,-3&-1,1.1&1.6,-4&3,2&4,3.2&1.5,1&5,-1&-4,-10&-11,10&34
N#Cc1cn(CCOc2ccccc2F)c2ccccc12,-0.1,-6,1.4,3,-1,-0.4,-12,0,9,-1
O=C(NC(=S)Nc1ccc(N2CCOCC2)c(Cl)c1)c1cncc(Br)c1,-0.1,-3,0.6,-4,-5,0.1,-3,-4,-2,-1
CCC(C)(C)NC(=O)C(c1cccnc1)N(C(=O)c1csnn1)c1ccccc1 (centres undefined),-0.9,2,1.5,3,4,-0.7,-5,-8,-4,1
Cc1ccc(NC(=O)c2cc(Cl)nc3ccccc23)cc1,0.3,-9,1.6,-3,-5,-0.7,-2,-3,2,-3
O=C(CSCc1cnn(-c2ccccc2)c1-n1cccc1)NCCN1CCOCC1,-1.5,-1,-1.1,3,-10,0.4,1,-9,-3,-2
COc1ccc(N2CCN(C3CCCN(S(=O)(=O)c4ccc(C)cc4C)C3)CC2)cc1 (centres undefined),-0.8,0,-0.2,-5,2,-0.3,3,0,0,1
COc1ccc(Br)cc1S(=O)(=O)N(CC(=O)N1CCN(C)CC1)c1ccccc1,-0.3,0,0.9,1,10,-0.6,-4,-4,12,-1
Cc1cc(OCC(=O)O/N=C(\N)c2ccccc2)cc(C)c1Cl,0.2,-4,3.9,2,4,0.3,-15,-2,2,1
Cc1ccc(-c2nn(-c3ccccc3)cc2CNCc2ccccc2)cc1,-0.4,-1,1.3,-1,-2,-0.1,11,-1,2,5
CCC1=C(OC(=O)N(CC)CC)N2C(=O)OC(=NCC3CC3)[C@]2(Cc2ccccc2)[C@H]2C1=CC[C@H]1C(=O)N(CC)C(=O)[C@H]12,-0.6,2,-0.1,-1,14,-0.7,12,-7,-4,-1
COc1ccc(-n2c(=S)[nH]c3ncccc3c2=O)cc1,-0.1,3,-0.8,-4,8,2.0,-7,0,-4,-1
